# Akt phos inh = inhibitors of Akt phosphorylation; Neuro2A IGF-stimulated pAkt S473 HTRF, 20 min; hits give low values; activity change, % for hits at 50 µM; actives 0.32% (n = 360,000); in the data active means activity change below about -80%; inconclusive means mostly about -51% to -80%; further: on the % scale 0 is the no-effect control and ±100 the full control effect
#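 Neuro2A cells in DMEM with 0.5% FBS, overnight at 37 deg C, given compound at single 50 µM final, then IGF (6 nM final) for 20 min at 37 deg C. Lysed; phospho-Akt Ser473 by HTRF after 24 h, 665/615 ratio.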
# A549 tox = kills or reduces viability of A549 cells in Nrf2 counter-screen | Potency, µM (highest dose often 46 µM), inactives show at the highest dose activity change, negative = cytotoxicity, hits mostly inhibitors | actives 0.16% (n = 390,000) | AID 504648 | A549 ARE-Fluc cells, CellTiter-Fluor viability, 18-24 h; further: potency means the concentration at half of the fitted maximal effect; on the % scale 0 is the no-effect control and ±100 the full control effect
#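 Cytotoxicity counterscreen: CellTiter-Fluor fluorescence was measured in A549 ARE_Fluc cells after 18-24 h of compound exposure in a concentration series. The subsequent BugLite luminescent read reports ARE-luciferase activity.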
# HepG2 viability = counter-screen for TGF-b inhibitors: cytotoxicity in HepG2 cells; HepG2 CAGA-GFP viability, ATP luminescence, 18 h; Potency, µM (top dose mostly 46.1 µM), for inactives: at the top dose activity change, negative = cytotoxicity, actives largely listed as cytotoxic; actives 0.76% (n = 410,000); further: potency means the concentration at half of the fitted maximal effect; some results filed as inactive show a strong effect at the top dose
#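 HepG2 CAGA-GFP cells (1000/well, DMEM with 1% FBS) received compound, then TGF-beta at 500 pg/mL final, and were incubated 18 hours at 37 degrees C. Viability was read by CellTiter-Glo luminescence. Media-only wells were set as complete cell-killing and DMSO as no toxicity.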
# Abeta yeast res = compounds reversing amyloid beta toxicity in yeast; yeast expressing A-beta42, growth rescue, OD600, 48 h; response scale: 0% DMSO, 100% iron-clioquinol control; Potency, µM (series often up to 46.1 µM), for the others: at the highest dose growth rescue, hits mostly activators; actives 0.063% (n = 410,000); further: potency means the concentration at half of the fitted maximal effect; nearly all actives have a fitted effect of over 55% in size
#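 Yeast growth medium received pinned compounds, then yeast cells expressing toxic A-beta were added; plates incubated at 30 C for 48 hr. Growth read as absorbance at 600 nm, normalized to DMSO and equimolar FeCl3 plus clioquinol controls.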
# MmCpn inh = blocks the Methanococcus maripaludis chaperonin Mm-Cpn; purified Mm-Cpn ATPase, ADP Transcreener TR-FRET; Potency, µM (series often up to 76.9 µM), for inactives: at the highest dose activity, negative = inhibition, most hits filed as inhibitors; actives 0.031% (n = 330,000); AID 504842; further: potency means the concentration at half of the fitted maximal effect; on the % scale 0 is the no-effect control and ±100 the full control effect; nearly all actives have a fitted effect of over 80% in size
#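 ATPase read-out: TR-FRET ADP immunoassay (anti-ADP Eu cryptate vs ADP-d2), ex 320 nm, em 590/665 nm; signal drops as ADP forms. Enzyme 25 nM, ATP 10 uM, 30 min at 37°C after 10 min compound preincubation.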
# TGFb inhibitor = TGF-b pathway inhibition; HepG2 CAGA-GFP TGF-b/SMAD3 reporter, GFP fluorescence, 18 h; TGF-beta stimulated, 500 pg/mL final; Potency, µM (highest dose often 46.1 µM), inactives show top-dose activity, negative = inhibition, hits mostly inhibitors; actives 1.2% (n = 410,000); AID 588855; further: potency means the concentration at half of the fitted maximal effect; on the % scale 0 is the no-effect control and ±100 the full control effect; nearly all actives have a fitted effect of over 65% in size
#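 Cell-based qHTS in HEPG2 carrying a CAGA-GFP Smad reporter; compounds added before 500 pg/mL final TGF-beta, 18 h incubation at 37 degrees C, GFP fluorescence quantified per cell by imaging cytometry.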
# Nrf2 block = inhibitors of Nrf2 signaling; A549 ARE-Fluc reporter, luciferase luminescence, 18-24 h; Potency, µM (series often up to 46 µM), inactives show at the highest dose activity change, negative = inhibition, most hits filed as inhibitors; actives 2.1% (n = 360,000); AID 504444; further: potency means the concentration at half of the fitted maximal effect; on the % scale 0 is the no-effect control and ±100 the full control effect; nearly all actives have a fitted effect of over 60% in size
#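 Nrf2 function is reported as luminescence of an ARE-controlled luciferase in A549 cells. Compounds were tested at several concentrations, and a CellTiter-Fluor read on the same wells flagged cytotoxicity.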
# The depositor's hits bear a star; i = inactive; ? = inconclusive; / = not tested or not shown. Unless noted, the call rests on the fitted dose curve; in most records, active means well fitted curve in the direction sought with a large enough effect; inconclusive means small, poorly fitted or top-dose-only effect, or another doubt; inactive means no such curve, though single readings can be large; an effect the other way counts as inactive or inconclusive. Only part of the results is shown. The share of hits here may be higher or lower than overall.
1: COc1ccc(N2C(=O)NC(=O)/C(=C/c3ccc4c(c3)Cc3ccccc3-4)C2=O)cc1
2: CC(C)n1c(=O)c(C=Nc2ccc(Cl)cc2)c(O)n(Cc2ccco2)c1=O
3: O=C1C=Cc2ccccc2C1=O
4: CC(=O)c1ccccc1NC(=O)C1C2CCC(O2)C1C(=O)O (stereo not given)
5: NCCc1c[nH]c2ccc(F)cc12
6: NC(CC(=O)O)C1CCCCC1 (stereo not given)
7: C=C(C)CN1CC[C@]23c4c5ccc(O)c4O[C@H]2c2[nH]c4ccccc4c2C[C@@]3(O)C1C5
8: N#CC(C#N)=Cc1ccc(-c2ccccc2)o1
9: COc1cccc(N2C(=O)NC(=O)/C(=C/c3ccc4c5c(cccc35)CC4)C2=O)c1
10: Cc1ccsc1C(=O)C1CCCN(Cc2cnc(N(C)C)s2)C1 (stereo not given)

assay / compound | 1 | 2 | 3 | 4 | 5 | 6 | 7 | 8 | 9 | 10
Akt phos inh | / | / | / | / | / | / | / | / | / | /
A549 tox | / | / | / | / | / | / | / | / | / | /
HepG2 viability | / | / | / | / | / | / | / | / | / | /
Abeta yeast res | / | / | / | / | / | / | / | / | / | /
MmCpn inh | -3% | ? | -3% | -3% | -1% | 1% | 1% | -4% | 0% | 2%
TGFb inhibitor | / | / | / | / | / | / | / | / | / | /
Nrf2 block | / | / | / | / | / | / | / | / | / | /

11: c1ccc(C2=NP(N3CCOCC3)(N3CCOCC3)=NC(N3CCOCC3)=N2)cc1
12: C[C@]12CCC3C(CC[C@H]4C[C@@H](O)CC[C@]34C)C1CC[C@@]2(O)C(F)(F)F (stereo not given in full)
13: Oc1ccc(C(=C(Cl)Cl)c2ccc(O)cc2)cc1
14: CCCCn1c(=O)c(C(=O)Nc2nnc(C(C)C)s2)c(O)c2ccccc21
15: CCOc1cc(C=C2C(=O)NC(=O)NC2=O)cc([N+](=O)[O-])c1O
16: CCCCN1C(=O)/C(=C/c2ccc(N3CCCCCC3)cc2)C(=O)NC1=S
17: O=C1NC(=O)N(c2ccccc2)C(=O)/C1=C\c1ccc([N+](=O)[O-])o1
18: CN1C(=O)CN=C(c2ccccc2)c2cc([N+](=O)[O-])ccc21
19: COc1ccccc1Cn1c(SCC(=O)C(C)(C)C)nc2cc(C(=O)N3CCC4(CC3)OCCO4)ccc2c1=O
20: CN1/C(=C\C=C\C2=[N+](C)c3ccc4ccccc4c3C2(C)C)C(C)(C)c2ccccc21

assay / compound | 11 | 12 | 13 | 14 | 15 | 16 | 17 | 18 | 19 | 20
Akt phos inh | / | / | / | / | / | / | / | / | / | /
A549 tox | / | / | / | / | / | / | / | / | / | /
HepG2 viability | / | / | / | / | / | / | / | / | / | /
Abeta yeast res | / | / | / | / | / | / | / | / | / | /
MmCpn inh | -1% | 0% | 0% | 0% | -11% | 0% | -1% | 0% | -1% | -25%
TGFb inhibitor | / | / | / | / | / | / | / | / | / | /
Nrf2 block | / | / | / | / | / | / | / | / | / | /

21: FC(F)(F)c1cccc(N2CCNCC2)c1
22: Cc1ccc(N2C(=O)NC(=O)/C(=C\c3ccsc3)C2=O)cc1C
23: Cc1ccc(-c2nc(CS(=O)CC(=O)N3CCC4(CC3)OCCO4)c(C)o2)cc1 (stereo not given)
24: CNCCc1ccccc1
25: COC1CC(OC2CCC3(C)C(CCC4C3CCC3(C)C(C5=CC(=O)OC5)C(OC(C)=O)CC43O)C2)OC(C)C1OC1OC(COC2OC(CO)C(O)C(O)C2O)C(O)C(O)C1O (stereo not given)
26: Cn1c(-c2ccccc2)c(P(=S)(c2ccccc2)c2ccccc2)c2ccccc21
27: Cc1[nH]c2ccccc2c1P(=S)(c1ccccc1)c1ccccc1
28: O=Cc1ccc(O)cc1
29: CC(=O)Nc1ccc(OC(=O)N2CCN(/[N+]([O-])=N/Oc3ccc([N+](=O)[O-])cc3[N+](=O)[O-])CC2)cc1
30: ClCCN(CCCl)c1ccc(/C=C/c2sc3ccccc3[n+]2CCCCI)cc1

assay / compound | 21 | 22 | 23 | 24 | 25 | 26 | 27 | 28 | 29 | 30
Akt phos inh | / | / | / | / | / | / | / | / | / | /
A549 tox | / | / | / | / | / | -1% | 0% | / | / | /
HepG2 viability | / | / | / | / | / | / | / | 10% | -101% | -15%
Abeta yeast res | / | / | / | / | / | / | / | / | / | /
MmCpn inh | 2% | -1% | 0% | -1% | -1% | / | / | / | / | /
TGFb inhibitor | / | / | / | / | / | / | / | 1% | ? | ?
Nrf2 block | / | / | / | / | / | 13% | -10% | / | / | /

# The list goes on (two carried over from the part before).
29: CC(=O)Nc1ccc(OC(=O)N2CCN(/[N+]([O-])=N/Oc3ccc([N+](=O)[O-])cc3[N+](=O)[O-])CC2)cc1
30: ClCCN(CCCl)c1ccc(/C=C/c2sc3ccccc3[n+]2CCCCI)cc1
31: CC1(C)N([O])C(c2ccc(C(=O)O)cc2)=[N+]([O-])C1(C)C
32: Oc1c(C(Nc2cccnc2)c2ccccc2F)ccc2cccnc12 (stereo not given)
33: NCC(=O)c1cccc([N+](=O)[O-])c1
34: Clc1ccc(-c2csc3ncnc(Sc4nnnn4C4CC4)c23)cc1
35: Cc1ccc(C(=O)CN2CCOCC2)cc1
36: COc1cc2nc(N3CCCN(C)CC3)nc(N(C)C3CCN(C)CC3)c2cc1OC
37: CN1CC[C@@]2(C)c3cc(O)ccc3N(C)C12 (stereo not given in full)
38: O=C(CCl)c1ccc(O)c(O)c1
39: C[C@]12CC[C@H](O)C[C@H]1CCC1C2CC[C@]2(C)[C@@H](c3ccc(=O)oc3)C[C@H]3O[C@]132 (stereo not given in full)
40: [Hg+][c]1ccccc1
41: O=C(CI)c1ccc(Cl)cc1
42: Cc1ccc(C(O)(C(=O)OC(C)C)C(O)c2ccc(F)cc2)cc1 (stereo not given)
43: COOCC1(C(=O)OC)C[C@H](c2ccc(OC)cc2)N(Cc2ccccc2OC)[C@@H]1c1ccccc1C (stereo not given in full)

assay / compound | 29 | 30 | 31 | 32 | 33 | 34 | 35 | 36 | 37 | 38 | 39 | 40 | 41 | 42 | 43
Akt phos inh | / | / | / | / | / | / | / | / | / | / | / | / | / | i | i
A549 tox | / | / | / | / | / | / | / | / | / | / | / | / | / | / | /
HepG2 viability | -101% | -15% | 4% | -10% | 1% | -99% | -19% | -57% | -106% | -79% | 6.3µM* | 0.56µM* | -5% | / | /
Abeta yeast res | / | / | / | / | / | / | / | / | / | / | / | / | / | 10% | 8%
MmCpn inh | / | / | / | / | / | / | / | / | / | / | / | / | / | / | /
TGFb inhibitor | ? | ? | 2% | ? | ? | ? | -10% | ? | ? | ? | 7.9µM* | 0.32µM* | -2% | / | /
Nrf2 block | / | / | / | / | / | / | / | / | / | / | / | / | / | / | /

# Entries listed so far that contain nitrogen in an aromatic ring (13):
2: CC(C)n1c(=O)c(C=Nc2ccc(Cl)cc2)c(O)n(Cc2ccco2)c1=O
5: NCCc1c[nH]c2ccc(F)cc12
7: C=C(C)CN1CC[C@]23c4c5ccc(O)c4O[C@H]2c2[nH]c4ccccc4c2C[C@@]3(O)C1C5
10: Cc1ccsc1C(=O)C1CCCN(Cc2cnc(N(C)C)s2)C1 (stereo not given)
14: CCCCn1c(=O)c(C(=O)Nc2nnc(C(C)C)s2)c(O)c2ccccc21
19: COc1ccccc1Cn1c(SCC(=O)C(C)(C)C)nc2cc(C(=O)N3CCC4(CC3)OCCO4)ccc2c1=O
23: Cc1ccc(-c2nc(CS(=O)CC(=O)N3CCC4(CC3)OCCO4)c(C)o2)cc1 (stereo not given)
26: Cn1c(-c2ccccc2)c(P(=S)(c2ccccc2)c2ccccc2)c2ccccc21
27: Cc1[nH]c2ccccc2c1P(=S)(c1ccccc1)c1ccccc1
30: ClCCN(CCCl)c1ccc(/C=C/c2sc3ccccc3[n+]2CCCCI)cc1
32: Oc1c(C(Nc2cccnc2)c2ccccc2F)ccc2cccnc12 (stereo not given)
34: Clc1ccc(-c2csc3ncnc(Sc4nnnn4C4CC4)c23)cc1

assay / compound | 2 | 5 | 7 | 10 | 14 | 19 | 23 | 26 | 27 | 30 | 32 | 34
Akt phos inh | / | / | / | / | / | / | / | / | / | / | / | /
A549 tox | / | / | / | / | / | / | / | -1% | 0% | / | / | /
HepG2 viability | / | / | / | / | / | / | / | / | / | -15% | -10% | -99%
Abeta yeast res | / | / | / | / | / | / | / | / | / | / | / | /
MmCpn inh | ? | -1% | 1% | 2% | 0% | -1% | 0% | / | / | / | / | /
TGFb inhibitor | / | / | / | / | / | / | / | / | / | ? | ? | ?
Nrf2 block | / | / | / | / | / | / | / | 13% | -10% | / | / | /

36: COc1cc2nc(N3CCCN(C)CC3)nc(N(C)C3CCN(C)CC3)c2cc1OC

assay / compound | 36
Akt phos inh | /
A549 tox | /
HepG2 viability | -57%
Abeta yeast res | /
MmCpn inh | /
TGFb inhibitor | ?
Nrf2 block | /
